CDK5 inh = inhibitors of human CDK5/p35 kinase, primary screen, biochemical, single concentration. 330,000 compounds, 0.01% hits. AID 488839, 2010. Cyclin-dependent kinase 5 (Homo sapiens) + Cyclin-dependent kinase 5 activator 1 (Homo …. inhibition, % at 10 µM. Recombinant CDK5/p35, ADP-Glo luminescence, 60 min;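 active = highest replicate inhibition of at least 50% and at least 75% of replicates reaching 50%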;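 note: plate controls were DMSO neutral control for no effect and GW8510 at 10 µM for full effect; many of its hits are not listed in these tables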
Target sequence (Q00535 whole entry, looked up): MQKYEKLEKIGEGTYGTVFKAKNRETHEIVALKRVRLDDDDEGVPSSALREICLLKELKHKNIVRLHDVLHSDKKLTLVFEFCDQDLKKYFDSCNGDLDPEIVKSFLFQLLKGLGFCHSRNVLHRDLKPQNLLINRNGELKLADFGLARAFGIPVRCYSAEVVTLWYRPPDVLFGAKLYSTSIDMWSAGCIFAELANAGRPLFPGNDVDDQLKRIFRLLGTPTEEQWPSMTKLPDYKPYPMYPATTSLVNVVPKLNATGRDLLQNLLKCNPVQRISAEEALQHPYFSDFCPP
Target sequence (Q15078 whole entry, looked up): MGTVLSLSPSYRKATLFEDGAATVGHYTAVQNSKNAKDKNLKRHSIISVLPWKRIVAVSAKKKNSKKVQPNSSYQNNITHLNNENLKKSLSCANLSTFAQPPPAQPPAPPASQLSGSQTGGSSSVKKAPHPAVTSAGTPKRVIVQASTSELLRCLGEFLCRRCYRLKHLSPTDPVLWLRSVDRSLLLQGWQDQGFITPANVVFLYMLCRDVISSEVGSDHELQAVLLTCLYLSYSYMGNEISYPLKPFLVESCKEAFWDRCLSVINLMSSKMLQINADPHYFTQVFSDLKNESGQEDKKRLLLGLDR
PKA-R2B act = activators of PKA-R2B holoenzyme, primary screen, biochemical, fluorescence polarization, Cy5-IP20, human; cAMP-dependent protein kinase catalytic subunit beta (Homo sapiens) + cAMP-dependent …; PKA-R2B holoenzyme dissociation; R2B truncated from residue 108, S112A mutant; 0% DMSO only, 100% 113 µM cGMP; activation, % at 11.4 µM; 340,000 compounds, 0.079% hits;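 active = activation above a cutoff set at the mean over all compounds plus 3 SD, cut at about 18% in these data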;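 note: higher means more holoenzyme dissociation and a rise in polarization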
Target sequence (P31323 whole entry, looked up, other chains not shown, the tested form may be a part): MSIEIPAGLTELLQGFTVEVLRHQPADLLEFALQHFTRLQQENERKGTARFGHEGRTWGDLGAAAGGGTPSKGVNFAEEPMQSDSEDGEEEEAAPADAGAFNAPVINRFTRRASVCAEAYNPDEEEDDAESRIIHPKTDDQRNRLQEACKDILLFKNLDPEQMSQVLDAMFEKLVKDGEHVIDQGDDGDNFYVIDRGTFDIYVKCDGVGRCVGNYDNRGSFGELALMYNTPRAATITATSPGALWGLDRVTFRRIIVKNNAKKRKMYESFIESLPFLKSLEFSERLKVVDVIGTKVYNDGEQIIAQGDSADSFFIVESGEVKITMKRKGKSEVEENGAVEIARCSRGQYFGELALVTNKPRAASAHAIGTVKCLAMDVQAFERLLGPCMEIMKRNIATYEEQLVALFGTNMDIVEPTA
Arr AP2 block = inhibitors of beta-arrestin/AP2 binding, primary screen, biochemical, GPCR trafficking, flow cytometry | inhibition, % at 10 µM | FITC-arrestin peptide / GST-AP2 beads; AP2 beta2 appendage carries R879A mutation | 340,000 compounds, 0.31% hits | beta-arrestin 1 C-terminal peptide binding to AP2 beta2-adaptin appendage (human);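 active = inhibition above a set limit, near 3 SD of compounds lacking own fluorescence, cut at about 54% in these data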;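 note: plate controls were DMSO wells for no effect and 5 µM unlabelled arrestin peptide for full effect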
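System: GST-AP2 R879A bound to glutathione beads, E. coli-expressed. Also added: 50 nM FITC-arrestin peptide. Schedule: compound with beads 12 min RT, then probe 1 h RT. Signal: bead flow cytometry, FITC channel. Read-out basis: percent response.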
PKA-R1A act = activators of PKA-R1A holoenzyme, primary screen, biochemical, fluorescence polarization, Cy5-IP20, bovine R1A, mouse PKAc. 340,000 compounds, 0.083% hits. activation, % at 11.4 µM. cAMP-dependent protein kinase type I-alpha regulatory subunit (Bos taurus) + …. PKA-R1A dissociation; scaled: DMSO 0%, 113 µM cGMP 100%;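 active = percent activation above the mean of all tested compounds plus 3 SD, cut at about 19% in these data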;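 note: higher means more PKAc released from R1A so a rise in polarization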
dFosB activator = activators of delta FosB homodimer, primary screen, biochemical, fluorescence polarization, TAMRA-CDK5 oligo, single point. AID 493131, 2011. purified delta FosB; percent of positive-control signal above neutral wells. activation, % at 25 µM. 340,000 compounds, 0.99% hits. Protein FosB (Mus musculus), P13346;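 active = mean activation above about 17%, with every replicate also reaching it, limit read from the data, passing the limit was not always enough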;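 note: fluorescence polarization rise as delta FosB binds a TAMRA Cdk5 AP-1 oligo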
NSD2 HMT inh = NSD2 histone methyltransferase inhibitors, primary screen, biochemical, AlphaScreen, single concentration, set 2; AID 743445, 2014; inhibition, % at 12.5 µM; Histone-lysine N-methyltransferase NSD2 (Homo sapiens), O96028; NSD2 peptide methylation, 120 min; 310,000 compounds, 0.54% hits; in the data active = inhibition above about 50%
MITF act = activators of MITF-driven TRPM1 promoter reporter, primary screen, cell-based, SK-MEL-5, luciferase, single point; SK-MEL-5 TRPM1-promoter luciferase, 24 h; % of positive control, neutral wells = 0; activation, % at 12.5 µM; 300,000 compounds, 0.75% hits; AID 588334, 2011;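 active = mean activation of at least 80% with every replicate also reaching 80%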;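 note: 0% = neutral control wells and 100% = parthenolide positive control wells; values of inactives mirror those of a sister screen read the other way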
DSG3 Ab inh = inhibitors of pemphigus antibody binding to DSG3, primary screen, biochemical, bead-based, flow cytometry, scFv-GFP; Desmoglein-3 (Homo sapiens), P32926; DSG3-coupled beads, scFv-anti-DSG3-GFP binding; hits give low values; binding (percent of control), % at 10 µM; 310,000 compounds, 0.48% hits; AID 588358, 2011;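 active = binding more than 3 SD below its plate's average and above zero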;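 note: hits lower antibody fragment binding to DSG3; some compounds called inactive have numbers as strong as hits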
SR-BI HDL uptake = inhibitors of SR-BI mediated HDL lipid uptake, primary screen, ldlA[mSR-BI] cells, fluorescence, single point; Scavenger receptor class B member 1 (Mus musculus), Q61009; ldlA[mSR-BI] CHO cells, DiI-HDL uptake fluorescence, 3 h; inhibition, % at 12.5 µM; 320,000 compounds, 0.96% hits; AID 488896, 2010;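 active = mean replicate inhibition of at least 70% and a set share of replicates each scoring 70 or more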;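 note: 0% = median of neutral control wells and 100% = median of positive control wells; values of inactives mirror those of a sister screen read the other way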
SUMO Mot1 rescue = yeast Mot1-301 growth rescue at high temperature, primary screen, SUMOylation pathway inhibitor project, S. cerevisiae, ATP luminescence, 38.5C. S. cerevisiae Mot1-301 growth rescue; percent above DMSO median, 100 means doubled. growth rescue, % at 18.8 µM. 320,000 compounds, 1% hits. AID 2716, 2010;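 active = every valid replicate shows activation above 250% relative to neutral control wells; inactive = the rest, any valid replicate at or below 250%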;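 note: OY570 slx delta 5 strain wells were the positive control but not used for scaling; some compounds called inactive have numbers as strong as hits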
SR-BI uptake up = activators of SR-BI mediated DiI-HDL uptake, primary screen, ldlA[mSR-BI] CHO cells, DiI fluorescence. 320,000 compounds, 0.096% hits. 3 h; 100 = double the neutral-control signal. activation, % at 12.5 µM;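 active = mean replicate activation of at least 60% and every replicate at or above 60%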;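 note: 0% = median plate neutral-control signal and 100% = twice that signal; values of inactives mirror those of a sister screen read the other way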
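Assay system: CHO ldlA[mSR-BI] cells, LDL receptor-null, SR-BI overexpressing; medium: Ham's F12 with 0.5% BSA, HEPES 25 mM, pH 7.4; also added: DiI-HDL 10 µg/mL; timing: 3 h uptake period with compound, 37 °C; signal: DiI fluorescence, bottom read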
Starred values were filed as active, the others as inactive; . = not tested or not shown; + = active, no number; & = joins results of further samples.

Second line of a record: CDK5 inh, PKA-R2B act, Arr AP2 block, PKA-R1A act, dFosB activator, NSD2 HMT inh, MITF act, DSG3 Ab inh, SR-BI HDL uptake, SUMO Mot1 rescue, SR-BI uptake up
Cc1ccc(C)c(Nc2nc3nonc3nc2N2CCOCC2)c1
 : 0.4, 2, 6, 5, -1, ., 6, 104, -35, -5, 35
O=C(CN1CCN(C/C=C/c2ccccc2)CC1)NC(=O)NC1CCCCC1
 : -1.4, 6, -28, 2, -3, 4, 0, 97, 28, -9, -28
Cc1cccc(OCC(=O)N2CCN(c3nnc(-c4ccccc4)c4ccccc34)CC2)c1
 : 0.7, 2, 2, -5, -18, 4, 5, ., 80*, -9, -80
COc1ccccc1OCCCC(=O)NC(C)c1ccccc1 (configuration not stated)
 : 3.0, 5, -5, 2, -1, 3, 1, 103, 8, 0, -8
COc1ccc(-c2noc(CSc3nc4ccccc4c(=O)n3-c3ccc(C)cc3)n2)cc1
 : -0.3, 4, 1, -13, -9, ., ., 93, 13, -13, -19
COc1ccccc1N1CCN(C(=O)COc2cccc(C)c2C)CC1
 : 0.7, 0, 61*, 5, -5, -4, -2, 115, ., 0, .
CC(=O)Nc1ccc2sc(C)nc2c1
 : 1.5, 1, 32, 1, 2, 3, 6, 92, ., 8, .
COC(=O)C1=C(C)NC(=O)NC1C1CC=CCC1 (configuration not stated)
 : -0.2, -4, -4, -7, -1, 22, 13, 92, -10, -14, 10
COC(=O)C1=C(C(=O)OC)[C@@H]2N(C)c3ccccc3[C@@]23C[C@@H](CO)N(C(=O)c2cccs2)C3=N1
 : -0.2, 16, 20, 5, 1, ., 5, 96, -28, 99, 28
CNC(=O)COC(=O)c1cc(-c2ccco2)nc2ccccc12
 : 3.1, -5, -10, 2, -23, 2, -2, 96, -1, +, 1
COc1ccc(CC(=O)Nn2c(-c3ccccc3)nc3ccccc3c2=O)cc1
 : 2.6, -14, 8, -3, -4, 5, -2, 90, -39, 24, 39
O=S1(=O)CCOC[C@H](CC2CCCCC2)N1Cc1ccccc1Br
 : 0.3, 13, -1, -13, -4, ., -3, 105, -22, 11, 22
CCOc1ccc(-n2cc(C(=O)NCc3ccco3)c3cc(OC)c(OC)cc3c2=O)cc1
 : -1.3, -16, 4, -4, -8, 0, 7, 106, 19, -23, -19
CC1CCCN(C(=O)CSc2nnc(-c3cccs3)o2)C1 (configuration not stated)
 : -0.6, 3, 24, -4, -2, ., 89*, 96, ., -2, .
COc1ccc(-c2nnc(-c3ccccc3)o2)cc1OC
 : -0.4, 1, 3, 0, -43, -4, ., 122, 22, 204, -22
O=C(CSc1ccc2ccccc2c1)Nc1ccncc1
 : 5.4, -14, 5, 7, -1, 1, 7, 101, -33, 256, 33
Cc1ccc(C(=O)NNC(=O)c2nn(-c3ccc(F)cc3)ccc2=O)cc1
 : -3.8, 12, 5, 1, -9, 0, 4, ., 4, -14, -4
Cc1cccc(N2CCN(S(=O)(=O)c3ccc4c(c3)CCN4C(=O)CCC(=O)O)CC2)c1C
 : -2.1, 10, -17, -3, -7, ., -2, ., -42, 15, 42
COc1ccc(CN2CCNC(=O)C2CC(=O)NCCCn2cccn2)c(OC)c1 (configuration not stated)
 : -0.2, -2, 0, -6, -1, -2, 2, 89, 2, 2, -2
Cc1ccc(/C=C2\SC(=S)N(CCCC(=O)Nc3cc(C)on3)C2=O)cc1
 : 0.0, -1, 49, -10, 9, 14, -2, ., -8, -6, 8

Taken from the results shown, eleven compounds:
Second line of a record: CDK5 inh, PKA-R2B act, Arr AP2 block, PKA-R1A act, dFosB activator, NSD2 HMT inh, MITF act, DSG3 Ab inh, SR-BI HDL uptake, SUMO Mot1 rescue, SR-BI uptake up
CNC(=O)COC(=O)c1cc(-c2ccco2)nc2ccccc12
 : 3.1, -5, -10, 2, -23, 2, -2, 96, -1, +, 1
COc1ccc(CC(=O)Nn2c(-c3ccccc3)nc3ccccc3c2=O)cc1
 : 2.6, -14, 8, -3, -4, 5, -2, 90, -39, 24, 39
O=S1(=O)CCOC[C@H](CC2CCCCC2)N1Cc1ccccc1Br
 : 0.3, 13, -1, -13, -4, ., -3, 105, -22, 11, 22
CCOc1ccc(-n2cc(C(=O)NCc3ccco3)c3cc(OC)c(OC)cc3c2=O)cc1
 : -1.3, -16, 4, -4, -8, 0, 7, 106, 19, -23, -19
CC1CCCN(C(=O)CSc2nnc(-c3cccs3)o2)C1 (configuration not stated)
 : -0.6, 3, 24, -4, -2, ., 89*, 96, ., -2, .
COc1ccc(-c2nnc(-c3ccccc3)o2)cc1OC
 : -0.4, 1, 3, 0, -43, -4, ., 122, 22, 204, -22
O=C(CSc1ccc2ccccc2c1)Nc1ccncc1
 : 5.4, -14, 5, 7, -1, 1, 7, 101, -33, 256, 33
Cc1ccc(C(=O)NNC(=O)c2nn(-c3ccc(F)cc3)ccc2=O)cc1
 : -3.8, 12, 5, 1, -9, 0, 4, ., 4, -14, -4
Cc1cccc(N2CCN(S(=O)(=O)c3ccc4c(c3)CCN4C(=O)CCC(=O)O)CC2)c1C
 : -2.1, 10, -17, -3, -7, ., -2, ., -42, 15, 42
COc1ccc(CN2CCNC(=O)C2CC(=O)NCCCn2cccn2)c(OC)c1 (configuration not stated)
 : -0.2, -2, 0, -6, -1, -2, 2, 89, 2, 2, -2
Cc1ccc(/C=C2\SC(=S)N(CCCC(=O)Nc3cc(C)on3)C2=O)cc1
 : 0.0, -1, 49, -10, 9, 14, -2, ., -8, -6, 8

(further entries)
Second line of a record: CDK5 inh, PKA-R2B act, Arr AP2 block, PKA-R1A act, dFosB activator, NSD2 HMT inh, MITF act, DSG3 Ab inh, SR-BI HDL uptake, SUMO Mot1 rescue, SR-BI uptake up
COC(=O)CNC(=O)CCC(=O)N1CCN(C(c2ccccc2)c2ccccc2)CC1
 : -1.8, 0, -1, 3, 0, -1, ., 112, 14, 4, -14
O=C(c1ccccc1Br)N1CCN(c2ccccc2)CC1
 : -1.0, -4, -7, -4, -9, -2, -2, 104, -12, -4, 12
CCOC(=O)C1(Cc2ccc(OC)cc2)CCN(C(=O)CN2CCN(CC)CC2)CC1
 : -0.8, 1, -1, 1, 2, 3, 7, 92, -11, -1, 11
O=C(NCCc1ccco1)c1nn(Cc2ccccc2)c(=O)c2ccccc12
 : 0.4, 8, 7, 2, 1, 0, 7, 99, -13, -33, 13
O=c1oc2ccccc2c(N2CCCCC2)c1CN1CCCCC1
 : 0.9, 0, -2, 8, 2, 0, 2, 83, -12, 24, 12
CC(C)NC(=O)NS(=O)(=O)c1cnccc1N1CCCCC1
 : 1.6, -9, -4, -1, 3, 0, -2, 110, -16, 2, 16
O=C(CCC(=O)c1cccs1)OCc1nc2ccccc2s1
 : -0.3, -7, -3, 3, 5, -1, -1, 104, 6, 8, -6
CS(=O)(=O)N1CCN(C(=O)c2cc(-c3cccs3)nc3ccccc23)CC1
 : 0.3, -2, 2, -5, -8, -5, ., ., 2, -9, -2
COc1ccc(NC(=S)N(CCN2CCOCC2)Cc2ccccc2F)cc1
 : 0.2, -4, 43, 7, 1, 1, -13, 105, -2, ., 2
COc1ccccc1C(=O)n1nc(-c2cccnc2)nc1N
 : 0.1, -17, 13, -6, -10, ., 4, 103, 1, ., -1
COc1cc2c(cc1OC)C1=C(C#N)CCC(=NC(=O)c3ccc(Cl)cc3)N1CC2
 : 0.5, -10, 5, 2, 1, -3, -11, 119, 3, 185, -3
O=C(NCc1ccccc1F)C1CCCN(S(=O)(=O)N2CCOCC2)C1 (configuration not stated)
 : 0.9, -6, 2, -9, -2, -1, -5, 106, -15, 8, 15
O=C(c1cccs1)N1CCN(C(=O)c2cn(-c3ccccc3)nc2-c2ccccc2)CC1
 : -0.5, -9, 13, -3, -15, -2, 25, 94, 10, -1, -10
Cc1cc(=O)[nH]c(/N=C(\N)Nc2ccc3c(c2)OCCO3)n1
 : 0.8, 1, -14, 14, 4, -3, 5, 100, -3, 9, 3
COc1ccc(CCNC(=S)NCCc2ccc(OC)c(OC)c2)cc1OC
 : -1.3, -3, 2, 13, -5, 1&0, ., 97&92, 42, 0, -42
CCCOCC1CC2(CC(C)(c3csc(N)n3)OC2=O)C(=O)O1 (configuration not stated)
 : -0.9, -3, 25, 8, -9, -3, -9, 101, -19, 351, 19
Cc1ccc(-c2cc(-c3n[nH]c(=S)o3)c3ccccc3n2)cc1
 : 0.0, -7, -17, -2, -2, 11, -6, 102, -11, 13, 11
c1ccc2c(c1)ncn2-c1ncnc2sc3c(c12)CCCC3
 : 0.0, -12, 8, 4, -1, 2, -10, ., -37, -7, .
O=C(c1cccs1)N(Cc1ccco1)c1nc(-c2ccc(F)cc2)cs1
 : 1.3, -1, 6, 1, -5, -2, -1, 122, 46, 0, -46
Cc1nnc(SCc2ccccc2F)n1NCc1cccs1
 : 0.0, 12, 7, 13, -1, 3, 26, 103, 0, 8, 0
COc1ccccc1/C=N/NC(=O)c1cccc(OC(F)(F)C(F)F)c1
 : 2.3, -15, 0, -7, -1, -3, -3, 101, ., -18, .
CSc1ccc(/C=N/NC(=O)CNc2ccc3ccccc3c2)cc1
 : 1.1, -1, 35, -12, -2, 4, -1, 91, 27, 15, -27
O=C(O)c1cc2cc(S(=O)(=O)O)ccc2cc1O
 : 1.2, 1, 14, -17, -9, 3, 4, ., -12, ., 12
